# hcGAS inh = human cGAS inhibition. Q8N884. recombinant h-cGAS, ATP depletion, Kinase-Glo luminescence. inhibition, % at 12.5 µM. actives 0.081% (n = 290,000). AID 1259398;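 also: 0% = vehicle reaction and 100% = reaction without DNA for no activity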
# Target sequence (Q8N884 whole entry, looked up): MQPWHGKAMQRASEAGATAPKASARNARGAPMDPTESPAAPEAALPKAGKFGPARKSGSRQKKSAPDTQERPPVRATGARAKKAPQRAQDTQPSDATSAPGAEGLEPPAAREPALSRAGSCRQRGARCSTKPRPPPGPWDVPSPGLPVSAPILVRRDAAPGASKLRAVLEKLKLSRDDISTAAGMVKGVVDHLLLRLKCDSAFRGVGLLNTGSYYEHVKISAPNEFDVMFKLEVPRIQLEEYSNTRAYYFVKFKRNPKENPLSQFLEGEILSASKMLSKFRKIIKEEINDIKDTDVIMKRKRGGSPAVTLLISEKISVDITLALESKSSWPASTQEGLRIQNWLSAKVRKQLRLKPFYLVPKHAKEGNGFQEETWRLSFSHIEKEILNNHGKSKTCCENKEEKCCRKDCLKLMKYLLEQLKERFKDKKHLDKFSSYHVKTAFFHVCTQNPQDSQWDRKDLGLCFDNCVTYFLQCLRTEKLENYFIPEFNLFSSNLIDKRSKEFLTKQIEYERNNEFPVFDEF
# NPYLR7 agonist = activates Aedes aegypti NPYLR7 receptor | HEK293T NPYLR7/Galpha15, GCaMP6s calcium fluorescence | activation, % at 10 µM | actives 0.15% (n = 270,000) | AID 1259423; in the data active = activation above about 40%;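 also: 0% = vehicle and 100% = reference agonist at the receptor; some compounds past the cut are filed as inactive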
# mcGAS lum = mouse cGAS inhibition by luminescence. recombinant cGAS, Kinase-Glo ATP depletion luminescence. inhibition, % at 12.5 µM. actives 0.15% (n = 160,000). Q8C6L5;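 also: 0% = negative control wells and 100% = reference inhibitor with no enzyme activity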
# Active calls of the source: *; . = no result given; & = joins results of further samples. Rule as the data show it, unless noted: active = inhibition above about 40%; inactive = the rest.
SMILES,hcGAS inh,NPYLR7 agonist,mcGAS lum
CC(=O)C1=C(c2ccc(F)cc2)N(C(C)=O)n2c(nnc2C2CCCCC2)S1,-7,9,.
CCOC(=O)c1nc2cc(Cl)c(Cl)cc2nc1N1CCN(C(=O)c2ccccc2C(F)(F)F)CC1,-1,7,-4
CCCCn1cc(S(=O)(=O)c2ccc(F)cc2)c(=O)c2cc(Cl)ccc21,-1,-6,-3
COc1cccc(Nc2c(C(N)=O)cnc3c(C)cc(S(=O)(=O)c4cccc(C(=O)N(C)C)c4)cc23)c1,-8,17,-8
O=C(c1cccc2ccccc12)c1nc2c(n1O)CCCC2,-9,19,.
CC(=O)Nc1cccc(NC(=O)CSc2nc(CC(=O)NCCC3=CCCCC3)cs2)c1,-2,.,-6
COc1ccccc1-c1ccc2c(c1)COCC(=O)N2CC1CC1,-5,9,.
CC1CCCN(C(=O)Cn2cc(C(F)(F)F)ccc2=O)C1 (stereo not given),-8,16,-7
Cc1ccc(C(=O)NCCC(c2ccccc2)c2ccccc2)cc1Oc1nc(Cc2ccc(F)cc2)ns1,-7,.,-4
COC(=O)N1CCc2c(sc(NC(=O)c3nc4ccccc4s3)c2C(N)=O)C1,-4,8,.
O=C(c1cc(Cl)ccc1[N+](=O)[O-])N1CCN(c2ccc(F)cc2)CC1,-2,3,2
O=C(c1ccc2ccccc2n1)N(Cc1cccnc1)CC1CC2C=CC1C2 (stereo not given),-9,.,-5
CCN(CC)c1onc(-c2ccc(F)cc2)c1CN(Cc1ccco1)C(=O)COC,0,4,-3
CCc1nn(C(CC)C(=O)NC(C)C)c(=O)c2cc3oc(C)cc3n12 (stereo not given),-9,0,-5
CC(=O)N(C)c1ccc(S(=O)(=O)N(C)c2ccc(CF)cc2)cc1,0,0,.
Cc1ccccc1C(C)NC(=O)C1CC(=O)N(C2CC2)C1 (stereo not given),-13,-1,-6
CCCc1ccccc1N1C(=O)CSC1c1cccc(NC(=O)C(C)(C)CCl)c1 (stereo not given),-9,13,-7
CC(N)=NCCCC[C@@H](N)C(=O)O,-5,4,-3
O=C(c1cccs1)N1CCCC(OCc2ccccc2Cl)C1 (stereo not given),-3,-12,-3
Cc1nc(C2CC2)ncc1C(=O)N(C)CC1(CO)CCCC1,-8,3,.
COc1ccc(C)cc1S(=O)(=O)N1CCN(c2ccc(C)c(Cl)c2)CC1,-8,4,.
O=C1C=CC(=O)c2c1ccc1c2ccc2ccccc21,-3,-4,.
O=[N+]([O-])c1ccc(NCc2ccccc2)nc1,-5,1,.
CS(=O)(=O)N1CCCN(c2nccc(N3CCCC(O)C3)n2)CC1 (stereo not given),-2,-3,.
COc1ccc(OCC(O)CN(Cc2cccn2Cc2ccccc2C)CC2CCCCC2)cc1 (stereo not given),-8,5,-6
Cc1cccc(OCCN(C)C(=O)COc2ccc3ccc(=O)oc3c2)c1,1,-1,-6
CCOC(=O)c1ccc2c(c1)nc(SCc1ccc(Br)cc1)n2Cc1ccco1,-6,-8,-5
Cc1ccc(N2CC(C)Cn3c2nc2c3c(=O)n(CCN3CCCCC3)c(=O)n2C)cc1C (stereo not given),-10,.,-8
COC(=O)c1ccc(NC(=O)c2cc(=O)c(OCc3ccc(F)cc3)c[nH]2)cc1,-3,3,.
CNC(=O)CN1C(=O)NC2(CCC(C)CC2)C1=O (stereo not given),-3,1,.
Cc1cccc(CN(Cc2nc(C(=O)N3CCOCC3)co2)C(C)C(C)C)c1 (stereo not given),-4,2,-6
CN(Cc1ccccn1)c1nc2nonc2nc1NC1CCCC1,-8,19,.
CC(Cn1cncn1)n1ccnc1-c1cc2ccccc2[nH]c1=O (stereo not given),-7,-5,.
COc1cc(C(C2Sc3ncnn3C2=O)N2CCC(C)CC2)cc(OC)c1OC (stereo not given),-6,2,-9
COCC1(NC(=O)C(=O)Nc2ccc(C)cc2)CCCC1,-2,10,.
COc1ccccc1Oc1ncccc1CNC(=O)c1ccc[nH]1,-2,13,-13
O=C1C(N2CCOC(c3ccc(F)c(F)c3)C2)CCN1c1ccccc1F (stereo not given),-7,0,-12
Clc1ccc2nc(CSc3nc4ccccc4s3)cn2c1,-4,-4,.
CCCCC(O)CN(Cc1ccco1)Cc1c(C)nn(-c2ccccc2)c1Oc1ccc(F)cc1F (stereo not given),-6,8,-4
CCOC(=O)C1=C(Nc2c(C)cccc2C)CCCC1,-4,-2,.
Cc1cc(S(=O)(=O)N(C)Cc2ccno2)ccc1Br,-8,18,-16
CCN(CC)C1CCN(C(=O)c2cnn(-c3ncc4c(n3)-c3ccccc3SC4)c2C)C1 (stereo not given),-6,3,.
CC(C)N1CCN(C(=O)CCNc2nccc(CCC(F)(F)F)n2)CC1,1,2,.
CCOC(=O)c1nn(-c2ccccc2)c(=O)c2c(NC(=O)c3ccc(Br)o3)scc12,-5,1,-8
COc1cccc([C@@H](C)NC(=O)c2ccc(-c3n[nH]c4c3COc3ccccc3-4)cc2)c1,4,.,-3
Cc1nonc1CN(C)Cc1nc(-c2cc(F)cc(F)c2)oc1C,-3,11,-10
COCCn1cncc1CN1CCOC(CC2CCCCC2)C1 (stereo not given),-8,6,-16
CCC(C)NC(=O)c1ccc(CSc2nnc(-c3ccc([N+](=O)[O-])cc3)n2Cc2ccccc2)cc1 (stereo not given),-5,1,-4
CCOC(=O)N1CCN(C(=O)CC(c2cccc(OC)c2)c2cn(CC)c3ccccc23)CC1 (stereo not given),-4,4,-8
COc1ccc(OC)c(CN2CCN(Cc3nc4scc(-c5ccccc5)c4c(=O)[nH]3)CC2)c1,-7,8,.

# 23 compounds out of the list, arranged by SMILES length, largest number first:
SMILES,hcGAS inh,NPYLR7 agonist,mcGAS lum
COc1cccc(Nc2c(C(N)=O)cnc3c(C)cc(S(=O)(=O)c4cccc(C(=O)N(C)C)c4)cc23)c1,-8,17,-8
CCC(C)NC(=O)c1ccc(CSc2nnc(-c3ccc([N+](=O)[O-])cc3)n2Cc2ccccc2)cc1 (stereo not given),-5,1,-4
CCOC(=O)c1nc2cc(Cl)c(Cl)cc2nc1N1CCN(C(=O)c2ccccc2C(F)(F)F)CC1,-1,7,-4
COc1ccc(OC)c(CN2CCN(Cc3nc4scc(-c5ccccc5)c4c(=O)[nH]3)CC2)c1,-7,8,.
CCOC(=O)N1CCN(C(=O)CC(c2cccc(OC)c2)c2cn(CC)c3ccccc23)CC1 (stereo not given),-4,4,-8
CCCCC(O)CN(Cc1ccco1)Cc1c(C)nn(-c2ccccc2)c1Oc1ccc(F)cc1F (stereo not given),-6,8,-4
COC(=O)c1ccc(NC(=O)c2cc(=O)c(OCc3ccc(F)cc3)c[nH]2)cc1,-3,3,.
O=C(c1cc(Cl)ccc1[N+](=O)[O-])N1CCN(c2ccc(F)cc2)CC1,-2,3,2
COC(=O)N1CCc2c(sc(NC(=O)c3nc4ccccc4s3)c2C(N)=O)C1,-4,8,.
CCCCn1cc(S(=O)(=O)c2ccc(F)cc2)c(=O)c2cc(Cl)ccc21,-1,-6,-3
CCOC(=O)c1ccc2c(c1)nc(SCc1ccc(Br)cc1)n2Cc1ccco1,-6,-8,-5
COc1cc(C(C2Sc3ncnn3C2=O)N2CCC(C)CC2)cc(OC)c1OC (stereo not given),-6,2,-9
CC(=O)N(C)c1ccc(S(=O)(=O)N(C)c2ccc(CF)cc2)cc1,0,0,.
O=C1C(N2CCOC(c3ccc(F)c(F)c3)C2)CCN1c1ccccc1F (stereo not given),-7,0,-12
Cc1cccc(OCCN(C)C(=O)COc2ccc3ccc(=O)oc3c2)c1,1,-1,-6
CS(=O)(=O)N1CCCN(c2nccc(N3CCCC(O)C3)n2)CC1 (stereo not given),-2,-3,.
CC(Cn1cncn1)n1ccnc1-c1cc2ccccc2[nH]c1=O (stereo not given),-7,-5,.
Cc1ccccc1C(C)NC(=O)C1CC(=O)N(C2CC2)C1 (stereo not given),-13,-1,-6
COc1ccccc1Oc1ncccc1CNC(=O)c1ccc[nH]1,-2,13,-13
O=C(c1cccc2ccccc12)c1nc2c(n1O)CCCC2,-9,19,.
CCOC(=O)C1=C(Nc2c(C)cccc2C)CCCC1,-4,-2,.
COCCn1cncc1CN1CCOC(CC2CCCCC2)C1 (stereo not given),-8,6,-16
CC(N)=NCCCC[C@@H](N)C(=O)O,-5,4,-3

# (list continues)
SMILES,hcGAS inh,NPYLR7 agonist,mcGAS lum
Cc1ccc2c(c1)C1(SCCN1C(=O)NC1CCCCC1)C(=O)N2Cc1ccccc1 (stereo not given),-3,13,-6
CCCCSc1nc2c(c(=O)[nH]1)C(c1cccc(F)c1)C(C(=O)OC(C)C)C(C)=N2 (stereo not given),-1,-4,.
O=C(Nc1ccccc1F)C1CCN(C(=O)Nc2ccccc2)CC1,-11,6,.
COc1ccc(C(N)c2csc(Nc3nncc4ccccc34)n2)cc1 (stereo not given),-1,-8,-7
CN1CCN(C(CNC(=O)C(=O)Nc2cccc([N+](=O)[O-])c2)c2ccc(F)cc2)CC1 (stereo not given),-3,13,.
O=C(CCN=C1NS(=O)(=O)c2ccccc21)NCc1nnc2ccccn12,2,-1,.
Cc1nc2scc(C)n2c(=O)c1NC(=O)c1ccccc1C(F)(F)F,-9,14,-9
COc1ccc(NC(=O)CSc2nnc(Cc3ccc(C)cc3)c(=O)[nH]2)cc1,-2,-3,-5
O=C(CSc1nc(=O)n(CCN2CCOCC2)c2c1CCC2)Nc1nccs1,-4,2,-6
COc1ccc(-c2[nH]ncc2CN[C@H]2CCCCNC2=O)cc1F,-7,1,-5
CCC(NC(=O)Cc1ccc(C)nc1)c1ncc(-c2ccccc2)[nH]1 (stereo not given),-13,3,.
COc1cccc(Cn2c(=O)c(C(=O)O)nn(-c3ccccc3F)c2=O)c1,0,14,.
COc1ccccc1OCCNC(=O)c1cc(C)oc1C,0,1,-8
CCN(CC)CCCNC(=O)c1cc(N2CCN(Cc3ccccc3)CC2)nc2ccccc12,-6,6,-8
O=C(Cn1nc2ccccn2c1=O)N(Cc1ccccc1)C1CC1,-8,2,.
CCOC(=O)C1=C(C)N(CC)C(=S)NC1c1ccc(NC(=O)Nc2cccc(Br)c2)cc1 (stereo not given),-8,8,-5
CCCCCCCC(=O)N1CCN(c2nc(CN(C)C)nc3sc4c(c23)CCCC4)CC1,-6,-14,-4
CN(C(=O)CCN1CCCCCC1=O)C1CCCN(C2Cc3ccccc3C2)C1 (stereo not given),2,-2,.
COc1ccc(S(=O)(=O)N(CC(=O)N2CCc3sccc3C2COc2ccccc2C)C2CC2)cc1 (stereo not given),-3,-2,-5
Cc1ccccc1C(=O)N1C(C(=O)NCc2ccccn2)COC12CCN(C(=O)c1ccccc1Cl)CC2 (stereo not given),-3,3,-3
C=CCN(Cc1nc(-c2ccccc2)no1)C(=O)CC1CNCCO1 (stereo not given),-1,-1,.
CCC(C(=O)NC(C)c1nnc(SCc2ccccc2C)n1-c1ccc([N+](=O)[O-])cc1)c1ccccc1 (stereo not given),0,16,-3
CC(C)N1CC(NC(=O)NCc2ccc(OCC3CC3)nc2)CC1=O (stereo not given),-11,3,.
COC(=O)c1cc(-c2ccccc2)on1,-9,6,-8
C/C(=N\NC(=O)c1cccnc1)c1ccccc1OCC(N)=O,-5,8,.
CCOC(=O)C1=C(O)/C(=C\c2cccc(OCC)c2O)SC1=Nc1ccc(Cl)cc1,-1,-2,-3
Cc1cccc(C(C)C)c1NC(=O)CN(C)CCc1cn[nH]c1,-5,14,.
O=C(c1cccnc1Oc1ccccc1)N(Cc1ccco1)Cc1cc2c(cc1Cl)OCO2,-4,-6,-2
Cc1csc(C(C)N(C)C(=O)Cn2nnnc2CN2CCC(C)CC2)n1 (stereo not given),-2&-7,2,.
N#CCOc1ccc(NS(=O)(=O)c2ccc(F)cc2)cc1,-6,5,.
CCOc1cc(CN(CC)C(=O)COc2ccc(Cl)cc2Cl)ccc1O,-13,13,.
O=C(NCCc1cccc(Cl)c1)c1cccnc1Oc1cccc([N+](=O)[O-])c1,-2,-14,-3
CCN(CC)C(=O)C(NC(=O)c1cccs1)C1CCN(C(=O)c2ccc(OC)cc2)CC1 (stereo not given),-4,8,-3
COc1cccc(C(=O)Nc2c3c(nn2-c2ccccc2C)CS(=O)(=O)C3)c1OC,-8,-1,.
O=C(COc1ccc(C=C2C(=O)c3ccccc3C2=O)cc1)Nc1ccc(F)cc1,-7,7,.
Cc1nc2cc3ccccc3cc2c(=O)n1-c1ccc2c(c1)NC(=O)C(C)O2 (stereo not given),-10,7,.
O=C(NCCCN1CCOCC1)c1csc(CSc2nnc(-c3ccncc3)n2-c2cccc(Cl)c2)n1,-9,13,-6
CCC(C)N(Cc1csc(COc2cccc(C)c2)n1)C(=O)COC (stereo not given),-2,15,-4
CC(=O)c1cccc(NC(=O)N2CCN(C(c3ccccc3)c3ccc(Cl)cc3)CC2)c1 (stereo not given),-2,21,-6
COc1ccc(-c2nc(-c3ccccc3)c(-c3ccccc3)n2CC(=O)NCCO)cc1,-6,11,.
Cc1ccc(-n2nnnc2SCC(=O)N(C)C)cc1,0,-2,.
Cc1cccc(C(=O)N2CCN(c3ccc(Oc4ccccc4)cc3)C(=O)C2C)c1 (stereo not given),0,-7,-2
NC(=O)Cn1nc(-c2ccc(Br)cc2)ccc1=O,-12,9,.
COc1ccccc1C(=O)Nc1ccc(-c2c(-c3cccc(F)c3)nn(-c3ccc(C)cc3)c2OC(C)=O)cc1,4,-13,1
COC(=O)c1ccc(C(=O)N(CCN(C)C)c2nc3c(F)cc(F)cc3s2)cc1,-4,-3,-6
Cc1c(C)c(C)c(C(=O)C2CCN(C(=O)C3CC(=O)OC3(C)C)CC2)c(C)c1C (stereo not given),-2,19,.
Cc1ccccc1COc1coc(CN2CCc3ccccc3C2)cc1=O,-6,0,-8

# Compound activity as filed in PubChem BioAssay.
